Screens as filed in PubChem.
Pol eta inh – DNA polymerase eta (human) inhibition; Q9Y253; recombinant Pol eta, fluorescent DNA replication assay; Potency, µM (doses to about 114 µM), inactives show at the highest dose activity change, negative = inhibition, most hits filed as inhibitors; hit rate 1.2% among 390,000; AID 588591; note: % is set by controls: 0 for no effect and ±100 for the full control effect
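Pol eta (10 nM) was preincubated with compounds for 15 min at room temperature, after which fluorescent replication substrate (50 nM final) was added to start the reaction. Fluorescence was read kinetically at 0 and 10 min.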
Anesthetic bind – binds horse apoferritin like a general anesthetic | apoferritin/1-aminoanthracene competitive binding, fluorescence | hit rate 0.074% among 350,000 | Potency, µM (highest dose often 77.5 µM), without a hit: top-dose activity change, negative = displacement, most hits filed as inhibitors | P02791; note: % is set by controls: 0 for no effect and ±100 for the full control effect; nearly all actives have a fitted effect of over 20% in size
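Horse-spleen apoferritin (10 uM) was mixed with 50% saturated 1-aminoanthracene in PBS, exposed to compounds for 10 min at room temperature, and read for fluorescence (ex 380 nm, em 535 nm). Competitive displacement was fitted with a four-parameter Hill equation.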
BLM helicase inh – Bloom syndrome helicase (human) inhibition | P54132 | recombinant BLM DNA unwinding, fluorescence dequenching | Potency, µM (highest dose often 56.1 µM), for inactives: at the top dose activity change, negative = inhibition, actives largely listed as inhibitors | hit rate 0.2% among 350,000;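 note: plate controls were vehicle for no effect and no enzyme for full effect; nearly all actives have a fitted effect of over 35% in size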
Target sequence (P54132 whole entry, looked up): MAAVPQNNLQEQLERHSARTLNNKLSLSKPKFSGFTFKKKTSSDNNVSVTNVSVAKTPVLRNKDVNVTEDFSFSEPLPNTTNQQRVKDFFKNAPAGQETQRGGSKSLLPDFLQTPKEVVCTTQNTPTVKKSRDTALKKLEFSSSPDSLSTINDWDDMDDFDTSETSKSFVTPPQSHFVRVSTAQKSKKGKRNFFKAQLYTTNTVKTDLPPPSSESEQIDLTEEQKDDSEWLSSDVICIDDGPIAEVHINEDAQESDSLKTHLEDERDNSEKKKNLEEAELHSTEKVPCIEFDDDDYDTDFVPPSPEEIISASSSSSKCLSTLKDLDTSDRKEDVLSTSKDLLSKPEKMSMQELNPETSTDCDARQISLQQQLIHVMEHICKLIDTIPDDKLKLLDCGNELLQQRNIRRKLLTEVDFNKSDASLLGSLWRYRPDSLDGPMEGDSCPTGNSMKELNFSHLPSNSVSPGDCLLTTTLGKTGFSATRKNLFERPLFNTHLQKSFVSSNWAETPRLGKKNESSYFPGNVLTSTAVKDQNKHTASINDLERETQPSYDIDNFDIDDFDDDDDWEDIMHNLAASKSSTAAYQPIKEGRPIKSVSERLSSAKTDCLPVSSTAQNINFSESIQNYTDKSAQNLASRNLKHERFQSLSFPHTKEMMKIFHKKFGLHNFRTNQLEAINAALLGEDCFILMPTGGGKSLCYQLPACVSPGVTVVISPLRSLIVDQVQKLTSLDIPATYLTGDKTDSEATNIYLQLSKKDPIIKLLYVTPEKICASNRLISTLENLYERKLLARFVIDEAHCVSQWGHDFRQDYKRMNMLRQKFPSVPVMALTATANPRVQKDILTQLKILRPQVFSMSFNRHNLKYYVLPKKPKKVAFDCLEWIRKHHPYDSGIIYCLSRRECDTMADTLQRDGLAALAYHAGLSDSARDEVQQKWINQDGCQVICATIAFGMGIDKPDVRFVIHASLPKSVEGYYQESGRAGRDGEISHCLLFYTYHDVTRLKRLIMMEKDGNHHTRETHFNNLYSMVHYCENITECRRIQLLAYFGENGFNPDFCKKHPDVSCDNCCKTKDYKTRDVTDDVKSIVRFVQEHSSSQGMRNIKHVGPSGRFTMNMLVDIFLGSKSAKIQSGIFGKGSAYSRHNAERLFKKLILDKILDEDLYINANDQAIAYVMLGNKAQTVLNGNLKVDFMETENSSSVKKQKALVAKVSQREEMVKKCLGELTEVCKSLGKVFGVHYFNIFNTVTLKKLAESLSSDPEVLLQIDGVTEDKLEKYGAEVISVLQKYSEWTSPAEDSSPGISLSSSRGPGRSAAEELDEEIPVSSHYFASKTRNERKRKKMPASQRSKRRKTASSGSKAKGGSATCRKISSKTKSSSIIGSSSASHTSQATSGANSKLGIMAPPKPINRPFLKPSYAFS
APEX1 inh – APE1 (human) endonuclease inhibition; recombinant APE1, TAMRA/BHQ-2 abasic DNA cleavage fluorescence; Potency, µM (doses to about 65.8 µM), without a hit: top-dose activity change, negative = inhibition, hits mostly inhibitors; hit rate 0.35% among 350,000; AID 2517;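 note: plate controls were vehicle for no effect and reference inhibitor for full effect; nearly all actives have a fitted effect of over 55% in size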
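APE1 at 0.75 nM preincubated 15 min at room temperature with compound. Reaction then started with 50 nM double-stranded THF-abasic substrate labelled with TAMRA/BHQ-2, and 525/598 nm fluorescence read kinetically. Activity taken as third-minus-first read difference, normalized to DMSO and NSC13755 controls.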
Pol kappa inh – inhibitors of human DNA polymerase kappa. Q9UBT6. purified Pol kappa, fluorescent DNA synthesis assay, 10 min. Potency, µM (titrated, usually from 107 µM), for the others: at the highest dose activity, negative = inhibition, hits mostly inhibitors. hit rate 0.53% among 400,000; note: % is set by controls: 0 for no effect and ±100 for the full control effect
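Inhibition of 10 nM Pol kappa is measured by a fluorescent read-out at 0 and 10 min following addition of 50 nM substrate (final), with a 15-min room-temperature compound preincubation.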
BAZ2B block – inhibitors of human BAZ2B bromodomain; Potency, µM (doses to about 114 µM), for the others: at the highest dose activity change, negative = inhibition, usual class: inhibitors; Q9UIF8; AID 504333; AlphaScreen BAZ2B-H3K14Ac peptide displacement; hit rate 4.4% among 360,000; note: % is set by controls: 0 for no effect and ±100 for the full control effect; nearly all actives have a fitted effect of over 60% in size
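AlphaScreen displacement of biotin-H3(5-23)K14Ac peptide (50 nM final) from BAZ2B (50 nM final) in PBS pH 7.4, 0.01% Tween-20; complex preformed 30 min RT, then compounds (top 110 uM) 30 min RT, beads 20 min dark.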
POLI inh – blocks human DNA polymerase iota activity; Pol iota fluorescent replication assay, 10 min; AID 588590; hit rate 1% among 390,000; Potency, µM (top dose mostly 115 µM), for inactives: at the highest dose activity, negative = inhibition, actives largely listed as inhibitors; Q9UNA4
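Fluorescent replication assay read twice, at 0 min and 10 min after adding 50 nM (final) substrate. Enzyme (10 nM) and compounds were first incubated 15 min at room temperature; enzyme-free buffer wells were negative controls.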
G9a block – blocks human histone lysine methyltransferase G9a | G9a H3K9 monomethylation, AlphaScreen, 2 h | Potency, µM (series often up to 102 µM), for inactives: at the highest dose activity, negative = inhibition, most hits filed as inhibitors | hit rate 8.8% among 350,000; note: % is set by controls: 0 for no effect and ±100 for the full control effect; nearly all actives have a fitted effect of over 75% in size
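Using a bead-based AlphaScreen, monomethylated H3K9 product from 2 h room-temperature reactions (G9a 20 nM, peptide 500 nM, SAM 20 uM) was detected with 0.5 ug/mL rabbit anti-H3K9me1 antibody.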
POLB inh – inhibitors of human DNA polymerase beta. Potency, µM (doses to about 114 µM), inactives show at the top dose activity change, negative = inhibition, usual class: inhibitors. hit rate 1.3% among 340,000. P06746. AID 485314. Pol beta primer extension/strand displacement, fluorescence kinetic; note: % is set by controls: 0 for no effect and ±100 for the full control effect
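Preincubation: enzyme (10 nM) with compound, 15 min, RT. Reaction: substrate added to 50 nM final. Reads: 0 and 10 min. Analysis: normalized, Hill fit.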
Starred values were filed as active, the others as inactive; ? = inconclusive; nt = no result given; [ ] = remark or other dose. Calls come from the whole dose curve; as a rule, active = well fitted curve in the direction sought with a large enough effect; inconclusive = small, poorly fitted or top-dose-only effect, or another doubt; inactive = no such curve, though single readings can be large; an effect the other way counts as inactive or inconclusive. Potency is the fitted concentration of half-maximal effect. Some of the compounds tested; the hit share may differ from the screen's.

SMILES | BLM helicase inh | G9a block | Pol eta inh | Pol kappa inh | Anesthetic bind | APEX1 inh | POLB inh | BAZ2B block | POLI inh
CC(=O)c1ccc(S(=O)(=O)NCC(=O)NC(c2nc3ccccc3[nH]2)C(C)C)cc1 (stereo not drawn) | nt | nt | 0.5% | -11.1% | nt | -15.5% | nt | nt | -11.9%
O=C(O)c1cc(-c2ccc(/C=C3\NC(=O)N(c4ccccc4)C3=O)o2)ccc1Cl | 5.1% | 44.7µM* | 3.98µM* | 44.7µM* | 11.1% | 25.1µM* | 22.4µM* | 79.4µM* | ?
O=C(CNCCO)Nc1ccc(F)c(Cl)c1 | -12.4% | 7.8% | -22.3% | 2.8% | 0.3% | -6.1% | 1.4% | -6.7% | 12.6%
O=C1C(=O)N(O)C2CCCCC2N1O (stereo not drawn) | -2.0% | 7.94µM* | -21.3% | -0.1% | 5.3% | 0.4% | 16.9% | ? | 43.5%[activator]
COc1ccccc1CNC(=O)CSc1ccc(-c2cccs2)nn1 | -6.9% | -12.8% | -3.5% | -12.6% | -5.9% | 31.9%[activator] | ? | -35.9% | 96.2%[activator]
Cc1nc2c(-c3ccc(F)cc3)c(C)nn2c(C)c1CCC(=O)Nc1ccccc1F | -19.2% | 13.0%[59 µM] | 25.1% | -3.1% | 12.9% | 4.5% | -0.4% | 12.9% | 17.4%
Cc1ncc(C[n+]2csc(CCOC(=O)CC34CC5CC(CC(C5)C3)C4)c2C)c(N)n1 | 3.9% | 15.6%[59 µM] | -9.4% | -6.1% | -1.4% | 3.3% | -9.7% | 2.6% | 11.9%
O=C(N=Nc1c(O)[nH]c2ccc(F)cc12)C1COc2ccccc2O1 (stereo not drawn) | -3.3% | -1.6% | -7.4% | 4.2% | -5.6% | -2.0% | 0.0% | -18.9% | 13.6%
Nc1cc(Cl)ccc1C(=O)OCC(=O)N1CCCCCC1 | nt | nt | -11.5% | 17.6% | nt | 6.6% | nt | nt | 26.9%
O=C(C1CC1)N1c2ccccc2Sc2ccccc21 | -8.7% | 27.5% | -10.5% | -9.1% | -19.0% | 48.6%[activator] | 10.9% | 3.7% | 4.4%

Next section:
SMILES | BLM helicase inh | G9a block | Pol eta inh | Pol kappa inh | Anesthetic bind | APEX1 inh | POLB inh | BAZ2B block | POLI inh
O=C(COC(=O)CCC(=O)c1ccc(Cl)cc1)NCc1ccc(F)cc1 | nt | nt | -22.9% | 0.0% | nt | -14.4% | nt | nt | 88.5%[activator]
CCOC(=O)c1c(C)nc(C)c(C(=O)OCC)c1-c1ccco1 | 4.3% | 31.6µM* | ? | -11.0% | -1.9% | ? | -74.2% | -34.2% | ?
CC(Oc1ccc2ccccc2c1)C(=O)NNC(=O)Nc1ccccc1 (stereo not drawn) | -8.2% | 20.7% | -12.9% | -3.8% | -19.0% | 10.6% | -18.6% | -22.1% | -7.9%
COC(=O)c1cc(Cl)c(NC(=O)C(C)C)cc1OC | 0.6% | 9.8% | -11.2% | 1.5% | -3.7% | 0.8% | 12.7% | -12.3% | 18.1%
C/C=C/c1ccc(OCC(O)CN2CCCCC2CC)c(OC)c1 (stereo not drawn) | 5.0% | 22.4µM* | -16.6% | -14.8% | -4.7% | -8.2% | 18.0% | 56.2µM* | 88.8%[activator]
COc1cccc(CNC(=O)COC(=O)c2cccc(S(=O)(=O)N3CCCC3)c2)c1 | nt | -1.6% | -21.1% | 4.9% | nt | 15.2% | nt | 7.8% | 24.1%
Cc1ccc2nc(/C(C#N)=C/c3ccc(O)c(O)c3)[nH]c2c1 | 20µM* | 8.91µM* | ? | ? | ? | 6.4% | ? | 7.94µM* | ?
O=C(NC1CCCc2ccccc21)c1ccc2c(c1)sc1nc(-c3ccccc3)cn12 (stereo not drawn) | -2.1% | -1.4%[59 µM] | -8.8% | 6.7% | -1.4% | nt | -0.5% | -18.7% | 30.3%[activator]
COc1ccccc1NC(=S)N1CC(C)OC(C)C1 (stereo not drawn) | -1.5% | 0.1% | 4.1% | -10.8% | -2.1% | -4.2% | ? | 3.7% | -11.1%
Cc1ccc(C(C)C)c(OCc2ccc(-c3nnco3)cc2)c1 | -5.1% | -18.3%[12.7 µM] | -14.6% | -3.8% | -8.6% | -3.9% | -27.0% | -3.8% | 8.9%

More records:
SMILES | BLM helicase inh | G9a block | Pol eta inh | Pol kappa inh | Anesthetic bind | APEX1 inh | POLB inh | BAZ2B block | POLI inh
CN(C(=O)c1ccnn1C)C1CCCN(Cc2ccccc2F)C1 (stereo not drawn) | -4.9% | 17.4%[0.501 µM] | -20.7% | 4.0% | -3.3% | 5.4% | 7.0% | -11.9% | 10.3%
Cc1nc2ccc(Cl)cc2c(-c2ccccc2)c1C(=O)N(C)C | -5.8% | -19.0% | -7.9% | -3.6% | -2.7% | -2.0% | -7.3% | -24.9% | -0.6%
COc1ccc(C(CNC(=O)C(C)c2ccc3cc(OC)ccc3c2)N(C)C)cc1 (stereo not drawn) | 4.4% | ? | -1.1% | 0.3% | 8.0% | 45.6%[activator] | 10.5% | -10.9% | 37.0%[activator]
O=C(O)CSCCc1ccccn1 | -1.3% | ? | -18.5% | -4.3% | -9.7% | -1.1% | -0.4% | -34.4% | 13.2%
COCCn1c(=O)[nH]c(=O)c2c1nc(-c1cc(Br)c3c(c1)OCO3)n2Cc1ccccc1 | -3.8% | ? | -18.4% | -8.1% | -16.5% | -1.6% | 7.5% | -21.5% | 99.2%[activator]
Cc1cc(C(=O)N2CCCC(N3CCN(c4ccc(F)cc4)CC3)C2)c(C)o1 (stereo not drawn) | -0.3% | -15.2% | -12.8% | -0.7% | 0.1% | -1.1% | 9.9% | ? | 9.4%
Cc1ccc(C)c(NC(=O)COC(=O)CCNC(=O)c2ccco2)c1 | nt | -16.9%[59 µM] | -13.1% | -10.3% | nt | 1.8% | nt | 10.3% | 12.2%
Cc1nc(-c2ccccc2)sc1C(=O)Nc1ccccc1F | -3.8% | 3.0% | -10.6% | -5.9% | -13.9% | -25.1% | -4.8% | 27.1% | 104.8%[activator]
O=S(=O)(Nc1nc2ccccc2nc1Cl)c1cccc(C(F)(F)F)c1 | -1.7% | 9.0% | -11.6% | -7.7% | -1.8% | 83.3%[activator] | 1.5% | -15.4% | 47.0%[activator]
O=C(CCCSc1nc2ccccc2[nH]1)NCc1ccccc1 | 4.1% | 17.3%[59 µM] | -26.9% | 7.9% | 3.2% | 0.6% | 1.8% | 10.6% | 12.5%

Further structures:
SMILES | BLM helicase inh | G9a block | Pol eta inh | Pol kappa inh | Anesthetic bind | APEX1 inh | POLB inh | BAZ2B block | POLI inh
O=C(COc1ccc(F)cc1)Nc1nnc(S(=O)(=O)N2CCc3ccccc32)s1 | -2.6% | -52.7%[59 µM] | -29.3% | -39.3% | 6.2% | nt | 10.5% | ? | ?
CCOc1ccccc1N1CCN(C(=O)c2cc(-c3cc(OC)ccc3OC)nc3ccccc23)CC1 | -13.9% | 3.5% | -4.1% | -7.5% | -6.4% | 6.7% | 2.4% | ? | -10.9%
O=C(Nc1ccc2c(c1)nc1n2CCOC1)c1ccco1 | -3.2% | ? | -8.2% | -9.8% | -7.5% | 2.1% | -1.5% | -2.5% | -9.9%
Cc1nnsc1SCCNC(=O)c1ccc(F)cc1 | 0.5% | 16.9%[59 µM] | -9.1% | -0.7% | -4.4% | 2.6% | -26.2% | -1.7% | 20.5%
Cc1ccc(S(=O)(=O)[N-]c2nc3ccccc3nc2-n2cc[n+](CCC(C)C)c2)cc1 | -2.5% | 9.0%[59 µM] | 2.8% | -8.9% | -10.4% | -0.9% | -14.7% | -6.5% | -1.5%
CC(=O)Nc1cccc(Nc2nc3ccccc3n3c(C)nnc23)c1 | -1.5% | 0.8%[59 µM] | -11.3% | 6.1% | -12.3% | nt | -0.2% | -0.9% | 35.4%[activator]
COc1ccc(OCC(=O)Nc2ccc(N3CCOCC3)c(Cl)c2)cc1 | -5.5% | 26.9%[59 µM] | -15.9% | -2.6% | -11.0% | -2.8% | -0.2% | 2.9% | 14.9%
CCS(=O)(=O)N1CC(=O)N(c2cccc(Cl)c2C)C(C)(C(=O)NC2CCCCC2)C1 (stereo not drawn) | 0.6% | 4.5%[59 µM] | -5.9% | -0.9% | -4.2% | nt | 9.4% | 3.3% | 4.3%
Cc1ccc(NC(=O)Nc2ccc(F)cc2)nc1 | -3.8% | -6.6%[59 µM] | -9.2% | 1.1% | 0.5% | 18.1% | -0.1% | 6.8% | -14.3%
CCC1C(=O)NCCN1C(=O)c1ccc2nc(Cc3cccc(Cl)c3)oc2c1 (stereo not drawn) | 0.7% | nt | -17.5% | -10.5% | -8.4% | -6.5% | 31.0% | 0.6% | 15.4%

Pol eta inh, what is marked active above
structure | BLM helicase inh | G9a block | Pol eta inh | Pol kappa inh | Anesthetic bind | BAZ2B block | POLI inh
O=C(O)c1cc(-c2ccc(/C=C3\NC(=O)N(c4ccccc4)C3=O)o2)ccc1Cl | 5.1% | 44.7µM* | 3.98µM* | 44.7µM* | 11.1% | 79.4µM* | ?

The list continues.
SMILES | BLM helicase inh | G9a block | Pol eta inh | Pol kappa inh | Anesthetic bind | APEX1 inh | POLB inh | BAZ2B block | POLI inh
CCC(=O)c1ccc(N2CCN(C(=O)c3ccc(Br)cc3)CC2)c(F)c1 | 1.1% | -6.9%[59 µM] | -14.3% | -14.3% | -7.5% | ? | 44.6% | 1.2% | -6.2%
CC(C)c1nnc(NC(=O)CCC(=O)N2CCC(Cc3ccccc3)CC2)s1 | -1.7% | 17.6% | -25.4% | 0.2% | ? | 5.9% | -2.0% | -26.6% | 22.7%
CCCCN1CCNC[C@H]1Cc1ccc(O)cc1 | nt | 5.1%[12.7 µM] | -5.7% | -6.3% | nt | -3.8% | nt | 2.5% | ?
N#C/C(=C(/O)c1ccccc1F)c1nc2cc(C(F)(F)F)ccc2s1 | -2.0% | -20.4% | -12.5% | 0.4% | -1.8% | 7.9% | -19.2% | 0.9% | -46.0%
Cc1ccc(Nc2nc(Cl)nc(N(C)C#N)n2)cc1 | 0.3% | 58.6%[activator][59 µM] | -12.6% | 3.8% | -23.6% | 1.0% | 2.7% | -32.5% | -17.9%
O=C(Cn1cnc2c(nnn2-c2ccc(F)cc2)c1=O)NCc1ccco1 | -14.3% | 20.9%[12.7 µM] | -4.8% | -11.4% | 2.7% | 0.0% | ? | 3.5% | ?
